Screens: PubChem, several laboratories
Rin1-Abl PPI inh – human Rin1-Abl interaction inhibition | P00519+Q13671 | TR-FRET Rin1/Abl binding, biochemical | inhibition, % at 7.35 µM | 0.4% of 360,000 active | AID 588664; in the data active means inhibition above about 5%, passing the limit was not always enough
SKN-1 block – blocks SKN-1 activity in C. elegans. inhibition, % at 21.8 µM. C. elegans VP596 Pgst-4::GFP/RFP ratio, acrylamide-induced, 24 h. AID 624304. 0.49% of 360,000 active;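 active means interference check ratio from 0.5 to 1.5 plus GFP to RFP signal ratio inhibition reaching or exceeding a fixed threshold, cut at about 30% in these data, passing the limit was not always enough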; further: some compounds called inactive have numbers as strong as hits
bovine MsrA act – activators of bovine methionine sulfoxide reductase A. purified bovine MsrA, absorbance read-out. activation, % at 10.6 µM. 0.3% of 360,000 active. AID 602163; in the data active means activation above about 7.5%;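 further: 0% = vehicle and 100% = reference activator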
MLLE-PAM2 inh – blocks PAM2 peptide binding to the PABP1 MLLE domain | P11940 | GST-MLLE / FITC-PAM2 fluorescence polarization | inhibition, % at 20 µM | 0.36% of 360,000 active; in the data active means inhibition above about 35%, passing the limit was not always enough;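 further: plate controls were DMSO wells with GST-MLLE for no effect and wells lacking GST-MLLE protein for full effect; some results filed as inactive read as strong as hits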
E coli Lon inh – E. coli protease La inhibition | 0.42% of 360,000 active | inhibition, % at 7.94 µM | purified E. coli Lon protease, fluorescence polarization; in the data active means inhibition above about 13%, passing the limit was not always enough;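 further: 0% = enzyme with probe and DMSO and 100% = no enzyme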
FAS TE block – FAS thioesterase (human) inhibition; inhibition, % at 15 µM; 0.67% of 360,000 active; recombinant FAS-TE, OMFH fluorogenic substrate, fluorescence endpoint;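 active means compounds whose normalised, plate-corrected inhibition of enzyme fluorescence in the single-dose primary screen is 50% or more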;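 further: 0% = DMSO with enzyme and 100% = substrate without enzyme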
Neddyl block – inhibitors of human cullin neddylation; P61081+Q13564; AID 651699; calls only at 25 µM; TR-FRET cullin neddylation, biochemical; 0.58% of 360,000 active; in the data active means inhibition above about 36%
NRP1-CendR mod – alters CendR peptide binding to human NRP-1 | O14786 | FAM-RPARPAR peptide binding to NRP-1, fluorescence polarization | inhibition, % at 25 µM | 0.85% of 360,000 active | AID 602438;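 active means inhibition or corrected inhibition above about 18%, plus a signal ratio from 0.5 to 1.5, limit read from the data, passing the limit was not always enough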; further: strong numbers were not always called active
Target sequence (O14786 whole entry, looked up): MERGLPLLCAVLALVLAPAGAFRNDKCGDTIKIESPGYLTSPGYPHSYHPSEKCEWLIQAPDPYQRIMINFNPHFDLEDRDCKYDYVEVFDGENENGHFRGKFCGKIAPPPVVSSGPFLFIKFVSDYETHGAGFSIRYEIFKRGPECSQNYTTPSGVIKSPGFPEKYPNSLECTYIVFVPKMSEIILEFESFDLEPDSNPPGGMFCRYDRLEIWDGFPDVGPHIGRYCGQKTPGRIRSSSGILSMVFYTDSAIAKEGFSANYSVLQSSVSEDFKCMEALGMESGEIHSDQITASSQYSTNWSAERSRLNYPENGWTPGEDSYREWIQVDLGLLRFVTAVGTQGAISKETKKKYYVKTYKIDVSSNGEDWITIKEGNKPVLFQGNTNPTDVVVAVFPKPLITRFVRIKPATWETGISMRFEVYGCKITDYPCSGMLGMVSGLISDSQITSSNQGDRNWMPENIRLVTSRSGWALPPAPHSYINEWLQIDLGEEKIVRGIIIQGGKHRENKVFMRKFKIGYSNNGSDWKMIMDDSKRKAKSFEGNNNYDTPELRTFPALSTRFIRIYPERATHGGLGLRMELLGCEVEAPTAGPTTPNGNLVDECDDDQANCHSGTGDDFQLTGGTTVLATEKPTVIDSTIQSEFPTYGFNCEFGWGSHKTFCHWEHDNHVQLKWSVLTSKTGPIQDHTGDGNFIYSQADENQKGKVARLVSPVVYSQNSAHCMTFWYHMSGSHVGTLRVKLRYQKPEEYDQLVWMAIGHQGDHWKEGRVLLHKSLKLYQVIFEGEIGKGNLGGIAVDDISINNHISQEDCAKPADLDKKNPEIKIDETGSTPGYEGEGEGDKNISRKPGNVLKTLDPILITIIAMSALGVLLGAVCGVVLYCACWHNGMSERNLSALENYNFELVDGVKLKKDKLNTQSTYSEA
MT1-MMP act inh – MT1-MMP (human) activation inhibition. P50281. HT1080 RFP-PRO-GFP cells, GFP/RFP ratio fluorescence, overnight; percent of plate control window, DMSO zero. GFP/RFP ratio change, % at 20 µM. 0.061% of 360,000 active. AID 651647;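 active means GFP/RFP ratio change of at least 30% with cell ATP level not reduced by more than half and red fluorescence within 50% of control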; further: strong numbers were not always called active
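system = RFP-PRO-GFP reporter HT1080 cells | dosing = 20 µM single dose, 1% DMSO | timing = overnight cell settling, then overnight compound exposure, 37 °C, 5% CO2 | read-out basis = GFP/RFP fluorescence ratio | controls = DMSO and RFP-L50D-GFP cell wells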
* = called active by the depositor; i = inactive; . = not tested or not shown; + = active, no number. A portion of the library (hit frequency here may not be typical).

SMILES	Rin1-Abl PPI inh	SKN-1 block	bovine MsrA act	MLLE-PAM2 inh	E coli Lon inh	FAS TE block	Neddyl block	NRP1-CendR mod	MT1-MMP act inh
O=C1OCCN1P(=O)(c1ccccc1)c1ccccc1	1	6	-2	-4	-1	-2	i	-5	-2
COCC(C)OC(=O)c1c(N)n(Cc2ccco2)c2nc3ccccc3nc12 (stereo not given)	-5	2	-3	3	-5	-17	.	-43	-69
Clc1cc(Cl)cc(NC2=NCCS2)c1	-2	13	-5	-2	5	-1	i	-3	0
CC(C(O)c1ccccc1)N(C)CCn1cnc2c1c(=O)n(C)c(=O)n2C (stereo not given)	-2	-3	-3	-1	-3	1	i	-6	2
CCN(CC)CCCN=C(C)c1c(O)n(-c2ccc(C)cc2)c(=O)[nH]c1=O	4	2	-11	-5	-1	-9	i	9	2
CCN(CC)S(=O)(=O)c1ccc(C)c(NCC(=O)Nc2ccc(C#N)c(Cl)c2)c1	3	-5	-11	3	-1	32	i	5	1
Cc1sc2ncn(CC(=O)NCC(=O)N3CCC4(CC3)OCCO4)c(=O)c2c1C	0	-10	-3	3	-16	-4	i	-4	5
CCC(C)(O)C(=O)OC1C(=O)OC2CC3C(C)=CC(O)C(O)C3(C)C3C4(O)OCC23C1C(C)C4O (stereo not given)	-1	25	2	0	0	-3	i	0	-50
Cn1c(O)c(Cc2ccc(OCc3ccccc3)cc2)c(=O)n(C)c1=O	2	-9	-2	7	-6	1	i	7	-2
CNC(=O)c1cccn(Cc2ccc(C(F)(F)F)cc2)c1=O	-1	7	-2	20	-2	-1	i	10	16
CNP(=S)(NC)OCCOc1ccc(OC)cc1	-1	11	-4	10	-4	-2	i	9	4
COc1ccc(CC2(CCc3ccccn3)C(=O)NC(=O)N(c3ccccc3C)C2=O)cc1OC (stereo not given)	2	5	-3	4	-6	-3	i	0	-3
CC(C)OP(=O)(OC(C)C)C(O)c1ccc(Br)cc1 (stereo not given)	0	-3	-7	-2	-14	-7	i	-9	1
CC(=O)OC1CC(OC2C(O)CC(OC3C(O)CC(OC4CCC5(C)C(CCC6C5CCC5(C)C(C7=CC(=O)OC7)C(O)CC65O)C4)OC3C)OC2C)OC(C)C1OC1OC(CO)C(O)C(O)C1O (stereo not given)	1	-8	-1	1	-16	-1	i	1	-48
CC(=NCCCN1CCOCC1)c1c(O)n(Cc2ccccc2)c(=O)[nH]c1=O	4	1	-1	7	-4	-4	i	6	9

5 compounds drawn at random from the list so far, as already listed:
SMILES	Rin1-Abl PPI inh	SKN-1 block	bovine MsrA act	MLLE-PAM2 inh	E coli Lon inh	FAS TE block	Neddyl block	NRP1-CendR mod	MT1-MMP act inh
CCC(C)(O)C(=O)OC1C(=O)OC2CC3C(C)=CC(O)C(O)C3(C)C3C4(O)OCC23C1C(C)C4O (stereo not given)	-1	25	2	0	0	-3	i	0	-50
O=C1OCCN1P(=O)(c1ccccc1)c1ccccc1	1	6	-2	-4	-1	-2	i	-5	-2
CNC(=O)c1cccn(Cc2ccc(C(F)(F)F)cc2)c1=O	-1	7	-2	20	-2	-1	i	10	16
CC(C)OP(=O)(OC(C)C)C(O)c1ccc(Br)cc1 (stereo not given)	0	-3	-7	-2	-14	-7	i	-9	1
CNP(=S)(NC)OCCOc1ccc(OC)cc1	-1	11	-4	10	-4	-2	i	9	4

Additional records:
SMILES	Rin1-Abl PPI inh	SKN-1 block	bovine MsrA act	MLLE-PAM2 inh	E coli Lon inh	FAS TE block	Neddyl block	NRP1-CendR mod	MT1-MMP act inh
Cc1ccc2nc3c(cc2c1)CC1(C(=O)N(C)C(=O)N(C)C1=O)C1COCCN31 (stereo not given)	7	14	-2	8	-5	-1	i	-3	2
CCSc1nnc([C@@H](N)Cc2c[nH]c3ccccc23)o1	-4	-15	-2	0	-8	-7	i	0	8
CN1CCN(c2ncnc3c2cnn3C)CC1	-2	-2	-6	-1	2	-4	i	9	2
COc1ccc(C(O)c2ccccc2OP(=O)(N(C)C)N(C)C)cc1 (stereo not given)	-1	1	1	3	2	-9	i	20	2
CN(C)CC#CCn1c2ccccc2c2ccccc21	2	-1	2	-12	17	1	i	-5	0
CCC1(C)CC(CCNCc2ccc(N(C)C)cc2)(c2ccc(F)cc2)CCO1 (stereo not given)	-3	-7	-2	-1	-3	-4	i	-7	-4
O=C1NC(=O)N(c2ccc(F)cc2)C(=O)/C1=C/c1ccsc1	4	0	-4	18	-27	-1	i	-10	-7
CNCC1(c2ccccc2)CCCC1	-1	-19	-2	-4	5	-3	i	-11	-1
Cc1cc(Br)c(NC(=O)CN2CC=C(c3ccccc3)CC2)c(Br)c1	2	-8	-2	-16	-3	9	i	0	-7
Cc1ccc2cc(CNCCc3ccccc3C)c(=O)[nH]c2c1	-2	13	-3	-13	-10	-2	i	-2	-4
CC1C=CCCC12C(=O)NC(=O)NC2=O (stereo not given)	-3	17	-1	1	-10	-1	i	-9	0
O=C1C2CCN(CC2)C12CC2c1ccc(C(F)(F)F)cc1 (stereo not given)	4	-3	-1	-1	-5	-13	i	7	1
O=S(=O)(c1cccc2ccccc12)N1Cc2ccccc2-n2nncc2C1	-3	-4	-1	3	1	15	i	-12	-6
O=C(C1CC(c2ccc(Cl)c(Cl)c2)=NO1)N1CCC2(CC1)OCCO2 (stereo not given)	2	7	-1	31	-2	57*	i	0	2
CC1C(=O)OC2CCN3CC=C(COC(=O)C(C)(O)C1(C)O)C23 (stereo not given)	0	4	1	-17	6	-5	i	1	5
CN(C)c1nc(OCCNC(=O)COc2ccc(Cl)cc2Cl)nc(N2CCCCC2)n1	-2	-6	4	-7	-6	6	i	4	-5
CCOc1ccccc1CN1CCCC(C(=O)c2cc(F)ccc2F)C1 (stereo not given)	-3	5	-4	-6	1	4	i	10	-3
CC12CN3CCN(CC(C3)C1O)C2 (stereo not given)	-2	-2	3	-7	0	-1	i	10	-1
CN1/C(=C\C=Nc2ccccc2)C(C)(C)c2ccccc21	1	48	-4	-19	-10	-19	i	-26	73
O=C(/C=C/c1ccc(F)cc1)NC(=S)N1C[C@H]2C[C@H](C1)c1cccc(=O)n1C2	0	6	-7	11	3	-5	i	-7	4
C=CCOC(=O)c1ccccc1N	2	2	-3	-5	0	5	+	-6	0
O=C1NC(=S)N(c2ccccc2)C(=O)C1C(c1ccncc1)C1C(=O)NC(=S)N(c2ccccc2)C1=O (stereo not given)	-1	1	-9	16	-3	-8	i	-13	0
COc1ccc2[nH]cc(CCN)c2c1	1	2	0	-8	-7	-9	i	-1	2
COC1CCCCC1NCCc1ccccc1 (stereo not given)	4	-6	0	1	1	-7	i	0	3
C[N+]1(C)C2CCC1CC(OC(=O)C(CO)c1ccccc1)C2 (stereo not given)	1	4	1	-116	1	-3	i	-7	0
CCC(=Nc1ccc2c(c1)CCC2)c1c(O)n(C)c(=O)n(C)c1=O	-2	-6	-2	-8	-1	-3	i	-6	-3
CC12CCC3C(CCC4CC(=O)C(C(O)C(F)(F)F)CC43C)C1CCC2O (stereo not given)	1	18	-5	-1	2	11	i	5	1
CCOP(=O)(OCC)C(O)c1cccnc1 (stereo not given)	1	3	-4	3	-4	-3	i	0	-2
CC(C)OP(=O)(O)NC(=O)c1ccccc1	-2	-3	-2	-14	-1	-8	i	8	3
C[C@H]1C[C@@H](C)C(=O)[C@@H]([C@H](O)CC2CC(=O)NC(=O)C2)C1	3	8	-7	-7	-2	-3	i	12	-38
CCOC(=O)C1=C(N)Oc2c(c(=O)oc3ccccc23)C12C(=O)N(C)c1ccccc12 (stereo not given)	-6	10	-1	-17	-9	0	i	-17	13
C/C(=N\N(C)c1ccccc1)c1c(O)[nH]c(=O)[nH]c1=O	2	-14	-4	6	6	-3	i	2	-1
COc1cc2c3cc1Oc1c(OC)c(OC)cc4c1[C@H](Cc1ccc(cc1)Oc1cc(ccc1O)C[C@H]3N(C)CC2)N(C)CC4	2	-5	-1	-4	2	-16	i	2	0
O=C(CN1CC=C(c2ccccc2)CC1)NC(=O)NC1CCCCC1	-2	-15	-7	-16	-5	11	i	-9	-1
C1CCC(NC2CCCCC2)CC1	-2	8	-3	9	-2	-3	i	5	-4
CCOC(=O)c1nc2ccccc2c(=O)n1-c1ccc(C)cc1C	-4	4	-3	13	0	3	i	-11	-8
CCN(CC)CCOC(=O)C(O)(c1ccccc1)c1ccccc1	-1	14	4	-9	12	3	i	-14	-2
CCOC(=O)C1C2NC(=O)N(Cc3ccccc3)C1(C)Oc1c(OC)cccc12 (stereo not given)	-2	8	-10	5	-2	-3	i	-6	-3
CN1CC[C@@]23CCCC[C@@H]2[C@@H]1Cc1ccc(O)cc13	-1	-2	-12	-2	-5	-3	i	-4	-14
CC(C)(C)C(=O)N1Cc2cc(-c3cccc(F)c3)ccc2-n2nncc2C1	6	10	-4	11	-2	13	i	0	-2
CCN1CCN(CC(c2ccccc2)c2ccccc2)CC1	-1	-7	-2	4	1	-2	i	4	3
CCOP(=O)(C#Cc1ccccc1)C(O)c1ccc(Br)cc1 (stereo not given)	-2	-2	-3	-7	1	4	i	20	0
CCCC(C)n1[nH]c(=O)c2c1NC(=O)CSC2c1ccccc1 (stereo not given)	1	3	-2	-16	-7	-4	i	3	1
Oc1c(Br)cc(-c2ccccc2)cc1Br	2	4	-1	-11	-5	1	i	-12	3
c1cnc(OCCN2CC2)cn1	1	-6	-9	-6	6	-8	i	18	-7
CCOC(=O)CC1c2ccccc2-n2nncc2CN1CC1CCCCC1 (stereo not given)	-4	-11	-1	-2	-2	9	i	2	-1
CN1CCN(c2c(F)cc([N+](=O)[O-])c(N)c2Br)CC1	-18	3	-2	-1	-13	-2	i	-18	-3
Cc1cc(Br)ccc1N1C(=O)CC(=O)NC1=O	-1	-29	-6	-25	-52	-11	i	-35	-28
CCCCCCC(=O)c1c(O)n(-c2ccccc2OC)c(=O)[nH]c1=O (tested in a mixture with another compound)	-1	7	0	0	6	0	i	-2	1
Cc1cccc(CN2CCN(c3ccc(Cl)cc3)CC2)c1	3	-3	-1	-1	0	12	i	-4	1
COCCN(C(=O)COC(=O)Cc1ccccc1)c1c(N)n(Cc2ccccc2)c(=O)[nH]c1=O	1	-11	-3	-7	-13	-5	i	-8	1
CN(C)c1ccc(/C=C2/C(=N\O)C3CCN2CC3)cc1	2	1	-2	-18	17	-8	i	-12	7
CC1([N+](=O)[O-])COP(=O)(Nc2cccc(Cl)c2)OC1 (stereo not given)	-1	22	-2	-9	-5	-6	i	4	-1
CCCN1CCCC(C(=O)c2cc(C)c(OC)c(C)c2)C1 (stereo not given)	-2	2	-10	3	2	-5	i	4	-4
S=C1NC2(CCCCC2)NC12CCCCC2	-2	8	-1	15	-4	-3	i	4	1
O=P(O)(Oc1ccccc1)c1ccccc1	1	16	-3	-8	4	-6	i	8	-1
CCc1c(-c2ccccc2)nc2ccccc2c1C(=O)N1CCC2(CC1)OCCO2	2	15	0	-3	-13	-2	i	9	-7
C=CCn1c(O)c(C(C)=NCCN2CCOCC2)c(=O)[nH]c1=O	0	9	-3	1	-4	-10	i	-7	-1
Cc1nn(Cc2ccccc2)c(C)c1C(=O)OCC(=O)Nc1ccccc1SCC#N	-1	-6	-1	31	-32	-12	i	-43	-52
CCC(C)n1c(O)c(C=NCc2cccnc2)c(=O)[nH]c1=S (stereo not given)	-1	-6	-5	-3	-1	-5	i	5	-3
COc1cccc(OCc2cc(C(=O)N3C[C@H]4C[C@@H](C3)c3cccc(=O)n3C4)no2)c1	-2	-1	-9	17	-16	-6	i	6	-4
O=C(CCCOc1ccc(Cl)cc1Cl)N1CCC2(CC1)OCCO2	-1	-15	-4	7	5	2	i	-4	1
CC(C)(C)NC(=O)NC(=O)CN1CC=C(c2ccccc2)CC1	0	-11	0	-18	-4	5	i	6	-5
